Bioassay records as filed in PubChem BioAssay.
M5 PAM – CHRM5 positive allosteric modulation; activation, % at 3 µM; hit rate 0.3% among 360,000; CHO-K1 hM5, Fluo-8 calcium, ACh EC20 PAM; 0% = ACh EC20, 100% = ACh EC100; P08912;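 active means activation above the run cutoff, the mean activation of all test compounds plus 3 SD, cut at about 18% in these data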
Target sequence (P08912 whole entry, looked up): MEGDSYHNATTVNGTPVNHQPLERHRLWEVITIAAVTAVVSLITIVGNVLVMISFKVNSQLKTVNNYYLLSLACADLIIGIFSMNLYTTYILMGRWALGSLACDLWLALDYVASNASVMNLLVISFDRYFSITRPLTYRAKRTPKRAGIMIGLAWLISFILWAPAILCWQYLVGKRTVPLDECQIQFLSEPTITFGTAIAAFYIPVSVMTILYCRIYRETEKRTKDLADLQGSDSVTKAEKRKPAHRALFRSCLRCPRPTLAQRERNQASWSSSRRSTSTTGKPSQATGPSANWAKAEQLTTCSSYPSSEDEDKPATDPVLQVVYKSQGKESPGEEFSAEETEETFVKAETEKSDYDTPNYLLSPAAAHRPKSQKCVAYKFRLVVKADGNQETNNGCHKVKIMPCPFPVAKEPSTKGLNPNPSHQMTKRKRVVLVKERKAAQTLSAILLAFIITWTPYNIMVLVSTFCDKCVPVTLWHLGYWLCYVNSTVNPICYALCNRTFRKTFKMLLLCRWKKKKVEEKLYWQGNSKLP
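System: CHO-K1 hM5 cells. Reagent: acetylcholine, EC20 level. Compound dosing: single dose, 3 µM nominal final test concentration. Timing: Post-acetylcholine fluorescence recording 140 s. Detection: Fluo-8 calcium fluorescence. Read-out: % activation, ACh-normalized. Benchmarks: ACh EC20 and EC100 wells. Repeats: singlicate, one well per test compound.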
CHRM5 antagonist – antagonists of human muscarinic M5 receptor (CHRM5); CHO-hM5 cells, Fluo-8 calcium fluorescence, ACh EC80; inhibition, % at 3 µM; hit rate 0.59% among 360,000; AID 624040;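 active means inhibition above a per-plate cutoff, the mean of that plate's test compounds plus 3 SD, cut at about 27% in these data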;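 further: 0% = acetylcholine EC80 with DMSO and 100% = DMSO without agonist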
CRFR2-BP ag – agonists of human CRF-binding protein/CRF-R2 receptor complex | HEK293 CRF-R2/CRF-BP, calcium dye fluorescence (FLIPR); percent of saturating CRF peptide response | activation, % at 13.2 µM | hit rate 0.46% among 350,000 | AID 588473;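 active means activation of at least 50%, plus an integration ratio under a set limit after plate pattern correction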;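 further: plate controls were neutral control wells without compound for no effect and CRF at EC100 for full effect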
CHRM4 antagonist – CHRM4 antagonism in calcium assay | P08173 | CHO-hM4 cells, ACh EC80, Fluo-8 calcium fluorescence | inhibition, % at 3 µM | hit rate 0.73% among 360,000;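 active means inhibition above its plate's cutoff, the mean inhibition of sample wells plus 3 SD, cut at about 27% in these data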;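 further: 0% = acetylcholine EC80 with DMSO and 100% = DMSO without agonist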
M5 ag – CHRM5 agonism in calcium assay; P08912; CHO-K1 hM5 cells, Fluo-8 calcium fluorescence; 0% DMSO wells, 100% maximal acetylcholine response; activation, % at 3 µM; hit rate 0.19% among 360,000; AID 624037;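 active means activation above the run's mean over test compounds plus 3 SD, cut at about 23% in these data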;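 further: signal is peak over basal fluorescence ratio across the kinetic read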
M4 PAM – positive allosteric modulators of human muscarinic M4 receptor; P08173; CHO-K1 hM4/Gqi5, Fluo-8 calcium fluorescence, ACh EC20; 0% = ACh EC20, 100% = maximal ACh; activation, % at 3 µM; hit rate 0.4% among 360,000;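 active means activation above its plate's cutoff, the mean activation of sample wells plus 3 SD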; further: some results filed as inactive read as strong as hits
CRFR2-BP antag – CRF-BP/CRF-R2 complex antagonism; HEK293 CRF-R2/CRF-BP, CRF-induced calcium fluorescence; inhibition, % at 11.8 µM; hit rate 0.59% among 350,000; AID 588475;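 active means inhibition of the ligand-induced calcium signal above about 50% at the single tested concentration, limit read from the data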
CHRM1 PAM – potentiates human M1 receptor response to acetylcholine; P11229; hit rate 0.088% among 360,000; CHO-K1 hM1, Fluo-8 calcium fluorescence, ACh EC20; 0% = ACh EC20, 100% = maximal ACh; activation, % at 3 µM; in the data active means activation above about 19%, passing the limit was not always enough
M4 ag – CHRM4 agonism in calcium assay | P08173 | CHO-K1 hM4/Gqi5, Fluo-8 calcium fluorescence; vehicle 0%, full acetylcholine response 100% | activation, % at 3 µM | hit rate 0.14% among 360,000 | AID 624127;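 active means activation above the run mean over all test wells plus 3 SD, cut at about 32% in these data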;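 further: peak over basal fluorescence ratio per well then scaled between controls; 0% = DMSO wells and 100% = acetylcholine at EC100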
* marks the source's active call; other numbers are inactive results; nt = not tested or not shown.

Short forms – A = M5 PAM; B = CHRM5 antagonist; C = CRFR2-BP ag; D = CHRM4 antagonist; E = M5 ag; F = M4 PAM; G = CRFR2-BP antag; H = CHRM1 PAM; I = M4 ag
(1) Cc1ccc(CCNC(=O)CCNS(=O)(=O)c2ccc3c(c2)oc(=O)n3C)cc1
  A = -0.6 | B = -1.4 | C = -0.4 | D = -1.8 | E = -1.1 | F = -2.2 | G = 5.3 | H = 1.1 | I = 1.1

(2) O=C(Nc1nnc(S(=O)(=O)N2CCCCCC2)s1)c1ccc(Cl)cc1
  A = -2.4 | B = 4.3 | C = 17.5 | D = -6.4 | E = -2.1 | F = -3.5 | G = 15.7 | H = 8.0 | I = 0.8

(3) COC(=O)C[C@@H]1C=C[C@H](NC(=O)Nc2ccc(F)cc2)[C@@H](CO)O1
  A = -7.2 | B = 5.3 | C = nt | D = 4.7 | E = -0.6 | F = 6.3 | G = nt | H = nt | I = 1.1

(4) O=C(N/N=C/c1cccnc1)c1cc(Br)ccc1O
  A = -0.9 | B = -0.3 | C = -0.3 | D = 5.5 | E = -0.5 | F = 0.3 | G = 10.7 | H = 5.2 | I = 4.5

(5) COc1ccc(CCNC(=O)CN(c2ccc(OC)c(OC)c2)S(C)(=O)=O)cc1OC
  A = 5.8 | B = -12.0 | C = -1.0 | D = 1.1 | E = -1.4 | F = 6.7 | G = 5.7 | H = 8.2 | I = 0.2

(6) COc1ccc(OCC(=O)Nc2c(C(=O)N3CCC(N4CCCCC4)CC3)oc3ccccc23)cc1
  A = -5.2 | B = 10.1 | C = -3.9 | D = -6.6 | E = -5.4 | F = -4.8 | G = 3.5 | H = -2.3 | I = 7.2

(7) CCOc1ccc(NC(=O)Cn2nc(-c3ccccc3Cl)n(CC)c2=S)cc1
  A = -4.7 | B = 7.3 | C = 2.4 | D = 2.0 | E = -1.1 | F = -1.8 | G = -1.0 | H = 5.0 | I = 0.7

(8) CCCC(c1nnnn1C(C)(C)CC)N1CCN(C2CCCC2)CC1 (stereo not given)
  A = 0.2 | B = -0.1 | C = 2.1 | D = 0.6 | E = -5.9 | F = 0.4 | G = -15.1 | H = 4.4 | I = 0.4

(9) Brc1ccc(-c2nnc(SCCC3OCCCO3)o2)cc1
  A = -1.8 | B = 2.5 | C = -1.4 | D = -2.4 | E = -7.5 | F = 9.9 | G = -7.4 | H = 8.7 | I = 2.2

(10) COc1ccccc1NC(=O)CSc1ccc(-c2cccs2)nn1
  A = -4.2 | B = 13.9 | C = -0.3 | D = 0.7 | E = -3.3 | F = -10.7 | G = -17.0 | H = 3.9 | I = 6.9

(11) Cc1cc(NC(=O)C2CC=CCC2C(=O)O)no1 (stereo not given)
  A = -10.9 | B = 10.6 | C = -0.3 | D = 18.9 | E = -2.1 | F = -2.5 | G = -13.3 | H = 4.0 | I = 1.3

(12) Cc1cc2nc(NC(=O)C3(C)CCN3C(=O)C(C)C)[nH]c2cc1C (stereo not given)
  A = 0.7 | B = -0.3 | C = nt | D = -5.9 | E = 0.5 | F = -0.7 | G = nt | H = 0.7 | I = 0.8

(13) Cc1ccc(CN2CCN(c3ccccc3Cl)CC2)o1
  A = -0.8 | B = 11.4 | C = -0.3 | D = 1.0 | E = 1.0 | F = -2.1 | G = 19.5 | H = 5.7 | I = 10.9

(14) Clc1ccccc1Cn1nnc2c(Nc3ccccc3)ncnc21
  A = -1.7 | B = 5.0 | C = -1.3 | D = 3.2 | E = 5.6 | F = 11.5 | G = -89.3 | H = 6.5 | I = 0.2

(15) CCOC(=O)N1CCN(C(=O)c2cccc(S(=O)(=O)Nc3ccc(Br)cc3)c2)CC1
  A = -6.3 | B = 5.0 | C = 0.6 | D = -1.9 | E = 5.1 | F = -2.1 | G = -19.1 | H = 5.0 | I = 1.8

(16) O=C(OCc1cccc([N+](=O)[O-])c1)c1cnccn1
  A = -4.7 | B = 5.7 | C = 0.6 | D = 5.8 | E = 0.1 | F = -0.8 | G = 10.0 | H = 2.4 | I = 1.1

(17) CC(C)(C)OC(=O)C[C@@H]1C/C=C\C[C@@H](CC(=O)N(CCO)Cc2ccccc2)C(=O)N[C@H](Cc2c[nH]c3ccccc23)COC1=O
  A = -6.9 | B = 9.8 | C = -0.8 | D = 2.8 | E = 2.7 | F = -1.9 | G = 1.7 | H = 0.7 | I = 3.0

(18) Cc1occc1C(=O)Nc1cc(C(F)(F)F)ccc1Cl
  A = -1.3 | B = -4.9 | C = 0.3 | D = -10.9 | E = -6.3 | F = 6.5 | G = -3.5 | H = 7.9 | I = -1.4

(19) CCCCn1nc(C(=O)N(C)CC(=O)Nc2ccc(F)c(F)c2F)ccc1=O
  A = -3.5 | B = 4.4 | C = 4.5 | D = 1.1 | E = 1.5 | F = -3.2 | G = 39.2 | H = -9.9 | I = 0.0

(20) CSc1ncccc1C(=O)Nc1ccccc1N1CCOCC1
  A = -8.7 | B = 2.1 | C = -1.6 | D = 4.3 | E = 4.2 | F = -0.7 | G = 17.0 | H = 0.3 | I = 3.0

(21) CC(NC(=O)C1CCN(C(=O)Nc2ccccc2)CC1)c1ccccc1 (stereo not given)
  A = -1.3 | B = -2.3 | C = 0.9 | D = -27.9 | E = -4.2 | F = 8.4 | G = 0.2 | H = 0.9 | I = 1.5

(22) Cc1ccccc1C(=O)Nc1ccccc1C(=O)NC1CC1
  A = -1.8 | B = -2.7 | C = 1.4 | D = -2.3 | E = -3.0 | F = -1.3 | G = 18.3 | H = 6.1 | I = 1.6

(23) O=C(Nc1ccc2oc(-c3ccncc3)nc2c1)c1ccc([N+](=O)[O-])o1
  A = -4.4 | B = 7.7 | C = -1.9 | D = -1.8 | E = -1.9 | F = 1.9 | G = 4.6 | H = 4.5 | I = 3.6

(24) CN(C)/C=N/c1cc(=O)[nH]c(=O)n1CC1CC1
  A = 7.5 | B = 4.4 | C = -0.6 | D = 4.4 | E = 0.8 | F = 17.3 | G = 0.8 | H = 14.1 | I = 2.6

(25) O=Cc1cccc(OC(=O)Nc2ccccc2)c1
  A = -7.2 | B = 5.4 | C = 0.3 | D = 3.7 | E = 1.3 | F = -1.8 | G = 9.4 | H = 5.7 | I = 0.6

Compound profiles (already shown).
`Cc1occc1C(=O)Nc1cc(C(F)(F)F)ccc1Cl` as listed: M5 PAM = -1.3; CHRM5 antagonist = -4.9; CRFR2-BP ag = 0.3; CHRM4 antagonist = -10.9; M5 ag = -6.3; M4 PAM = 6.5; CRFR2-BP antag = -3.5; CHRM1 PAM = 7.9; M4 ag = -1.4
`CCCC(c1nnnn1C(C)(C)CC)N1CCN(C2CCCC2)CC1` (stereo not given) as listed: M5 PAM = 0.2; CHRM5 antagonist = -0.1; CRFR2-BP ag = 2.1; CHRM4 antagonist = 0.6; M5 ag = -5.9; M4 PAM = 0.4; CRFR2-BP antag = -15.1; CHRM1 PAM = 4.4; M4 ag = 0.4
